GPR151 activ: activates the human receptor GPR151. Q8TDV0. PathHunter beta-arrestin GPR151 cells, luminescence. activation, % at 11.2 µM. actives 1% (n = 650,000); in the data active = activation above about 4.9%;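 also: 0% = median of compound wells and 100% = cells with positive control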
Target sequence (Q8TDV0 whole entry, looked up): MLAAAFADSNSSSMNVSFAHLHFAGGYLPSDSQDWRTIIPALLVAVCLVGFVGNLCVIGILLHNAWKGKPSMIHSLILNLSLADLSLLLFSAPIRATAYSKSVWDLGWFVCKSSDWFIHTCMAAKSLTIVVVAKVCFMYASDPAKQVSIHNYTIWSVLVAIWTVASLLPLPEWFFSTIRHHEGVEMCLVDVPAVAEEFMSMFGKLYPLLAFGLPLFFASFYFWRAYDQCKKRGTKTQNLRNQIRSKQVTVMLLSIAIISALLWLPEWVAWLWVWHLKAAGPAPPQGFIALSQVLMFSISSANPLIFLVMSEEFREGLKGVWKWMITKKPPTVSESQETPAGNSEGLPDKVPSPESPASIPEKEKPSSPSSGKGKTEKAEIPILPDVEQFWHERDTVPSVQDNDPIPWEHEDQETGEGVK
TEAD-YAP inh: TEAD-YAP interaction inhibition. HEK-TIYL cells, TEAD-Gal4/YAP UAS-luciferase luminescence. inhibition, % at 9.12 µM. actives 1.4% (n = 640,000). AID 1259422; in the data active = inhibition above about 32%;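 also: 0% = median of test compound wells and 100% = reference inhibitor wells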
MITF primary: inhibitors of human MITF; O75030; AlphaScreen MITF homodimerization, bead proximity signal; inhibition, % at 2.6 µM; actives 0.91% (n = 650,000); in the data active = inhibition above about 50%;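 also: 0% = vehicle wells with protein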
Target sequence (O75030 whole entry, looked up): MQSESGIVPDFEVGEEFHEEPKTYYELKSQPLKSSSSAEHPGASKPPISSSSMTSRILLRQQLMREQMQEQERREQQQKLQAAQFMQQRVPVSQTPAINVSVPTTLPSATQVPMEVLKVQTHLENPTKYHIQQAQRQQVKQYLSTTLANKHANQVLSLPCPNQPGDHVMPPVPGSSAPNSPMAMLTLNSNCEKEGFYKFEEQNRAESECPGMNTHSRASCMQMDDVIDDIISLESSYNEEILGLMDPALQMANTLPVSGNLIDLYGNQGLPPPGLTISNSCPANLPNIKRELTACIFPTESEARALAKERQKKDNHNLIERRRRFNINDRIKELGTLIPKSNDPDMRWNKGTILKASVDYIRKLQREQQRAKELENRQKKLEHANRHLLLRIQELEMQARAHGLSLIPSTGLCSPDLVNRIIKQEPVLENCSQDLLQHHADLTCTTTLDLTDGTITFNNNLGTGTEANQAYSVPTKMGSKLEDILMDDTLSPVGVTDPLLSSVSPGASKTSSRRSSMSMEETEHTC
FBW7 activator: human FBW7 E3 ligase activation, primary screen | Q969H0 | actives 0.13% (n = 650,000) | AlphaScreen FBW7–phospho-cyclin E peptide binding, activator screen | normalized activity (activation), % at 26.1 µM; in the data active = normalized activity above about 1.9%;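 also: purified mutant Fbw7 with reduced substrate affinity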
The depositor's hits bear a star.

Fields – GPR151 activ, TEAD-YAP inh, MITF primary, FBW7 activator
Cc1ccc(C)c(N(C)S(=O)(=O)c2ccc3[nH]cc(C(=O)N4CCCC4)c(=O)c3c2)c1
→ 1.3, 5, 20, -0.2
CN(C)CCN(C)c1nc(C2COc3ccc(C(=O)O)cc3C2)nc2ccc(-c3cn[nH]c3)cc12 (stereo not given)
→ -1.6, 3, 26, 1.3
CCOC(=O)c1c(-c2ccc(OC)cc2)oc2ccc(OCC(=O)c3ccc(OC)cc3)cc12
→ 1.2, -3, -4, 0.4
COc1ccc2oc(=O)c(C(=O)Oc3ccc(Cl)cc3)cc2c1
→ -1.0, 0, 9, -0.1
CCOC(=O)c1ccc(NC(=O)CSc2nc3ccccc3c(=O)n2CC2CCC(C(=O)NCc3ccccc3Cl)CC2)cc1 (stereo not given)
→ 1.0, 15, 2, 0.1
CCOC(=O)c1sc2nc(SCc3ccc(Cl)cc3)n(Cc3ccc4c(c3)OCO4)c(=O)c2c1C
→ -1.3, -2, 10, -0.1
Cc1ccc(C)c(Cn2c(CNC=O)nc3ccccc32)c1
→ -1.1, -10, -2, -0.4
COc1cccc(Nc2nnc(-c3cc4c(CO)cnc(C)c4oc3=O)s2)c1
→ -1.1, -14, -4, 0.3
COc1ccc2c(c1)OC(C)CN(Cc1nc[nH]c1C)C2 (stereo not given)
→ -1.5, 9, 10, 0.1
O=c1c2ccsc2[nH]c(=S)n1C1CCCCC1
→ 1.8, 5, 3, -0.1

Three entries from above, set out differently:
| compound | GPR151 activ | TEAD-YAP inh | MITF primary | FBW7 activator |
| --- | --- | --- | --- | --- |
| Cc1ccc(C)c(Cn2c(CNC=O)nc3ccccc32)c1 | -1.1 | -10 | -2 | -0.4 |
| COc1cccc(Nc2nnc(-c3cc4c(CO)cnc(C)c4oc3=O)s2)c1 | -1.1 | -14 | -4 | 0.3 |
| COc1ccc2c(c1)OC(C)CN(Cc1nc[nH]c1C)C2 (stereo not given) | -1.5 | 9 | 10 | 0.1 |

Next section:
Fields – GPR151 activ, TEAD-YAP inh, MITF primary, FBW7 activator
O=C(O)CCNS(=O)(=O)c1ccc(F)c(Cl)c1
→ -0.1, 2, -4, 0.2
CCN(CC)S(=O)(=O)c1ccc(C)c(C(=O)Oc2cccc(NC(=O)c3ccccc3)c2)c1
→ -0.4, 17, 16, 0.2
O=C1NC(=S)N/C1=C\c1ccc(F)c(Br)c1
→ 2.3, -2, 3, 0.1
COc1ccc(-c2noc(N3CCCCC3)n2)cc1OC
→ -3.8, -50, -2, 0.1
O=C1OC(c2cccc(Br)c2)=N/C1=C\C=C\c1ccccc1
→ 2.9, 3, 2, -0.1
CCOC(=O)c1oc2ccccc2c1CN(C)CCc1ccccc1
→ -0.8, 1, -3, -0.1
O=C(/C=C/c1ccccc1)Nc1cccc2ccccc12
→ 0.5, -6, 11, 0.0
Cn1nc(-c2ccnc(Nc3ccc(N4CCOCC4)cc3)c2)cc1Nc1ccccc1
→ 5.7*, -5, -4, -0.4
COc1cc([N+](=O)[O-])cc(/C=C2\C(=O)NC(=O)N(c3ccc(Cl)cc3)C2=O)c1O
→ -0.1, -2, 6, -0.1
CCN1C(=O)/C(=C/c2cccc3ccccc23)NC1=S
→ 0.4, -6, 4, -0.1

(continued)
Fields – GPR151 activ, TEAD-YAP inh, MITF primary, FBW7 activator
O=C(c1ccco1)N1CCN(c2ccc3cccc(OCc4cccc(F)c4)c3n2)CC1
→ 1.7, 0, -3, -0.2
Cc1cc(C)n2c3c(c(C#N)c2n1)CCCC3
→ 0.4, -6, 9, 0.1
CC(=O)Nc1ccc2nc(NC(=O)CSc3ccc(Cl)cc3)sc2c1
→ 0.2, -15, -5, 0.0
COc1cc(OC)cc(-c2nc(-c3ccccc3)c(-c3cccs3)[nH]2)c1
→ 0.1, 13, -1, -0.1
CS(=O)(=O)N1CCN(C(=O)c2ccc(-n3cccc3)cc2)CC1
→ 0.9, 1, 11, -0.5
CC(=O)c1ccc(OC(=O)c2cc([N+](=O)[O-])ccc2Cl)cc1
→ 0.9, 8, -10, 0.1
CCOC(=O)N1CCN(C(=O)C2CC23CCN(Cc2ccc4nsnc4c2)CC3)CC1 (stereo not given)
→ 0.1, -8, 31, -0.1
COc1ccc(C(=O)Oc2ccc(C)cc2-n2nc3ccccc3n2)cc1S(=O)(=O)N1CCOCC1
→ 0.2, -7, -6, 0.0
CC(NC(=O)Cn1[nH]c(=O)c2ccccc2c1=O)C12CC3CC(CC(C3)C1)C2 (stereo not given)
→ -0.1, 1, 2, -0.1
CCC[C@@H]1NC(=O)[C@@H]2C[C@H](NC(=O)c3ccc4ccccc4c3)CN2C1=O
→ 2.1, -15, -4, -0.3

Next part:
Fields – GPR151 activ, TEAD-YAP inh, MITF primary, FBW7 activator
CC(=O)NCCNc1nc2c(-c3ccc(Cl)cc3)nnn2c2ccccc12
→ 1.2, -1, 19, 0.2
C=CCNS(=O)(=O)c1nc(C)c(Cl)c(C)c1C#N
→ 0.7, 3, 1, 0.0
Cc1cccc(NS(=O)(=O)c2nnc(NC(=O)C3CCCCC3)s2)c1
→ 3.8, -6, 1, 0.0
O=C(O)c1c[nH]c(=O)n(-c2ccccc2F)c1=O
→ -1.9, 4, 16, -0.1
O=C(NCCCN1CCOCC1)c1cnn2c(C(F)(F)F)cc(-c3ccco3)nc12
→ 1.8, 10, 9, 0.2
C/C(=N\NC(=O)CSCc1ccccc1Br)C(C)(C)C
→ -0.4, -10, 2, 0.0
COc1ccc(/C=N/Nc2ncc(-c3ccccc3)cn2)c(OC)c1
→ -0.4, 3, 19, 0.2
O=C(Cc1ccccc1)Nc1ccc(N2CCOCC2)cc1N1CCOCC1
→ 1.2, 4, 8, 0.1
Cc1n(CC(O)COc2ccc(F)cc2)c2ccccc2[n+]1C (stereo not given)
→ 0.9, 6, -5, 0.2
COc1ccc(-c2c(C)sc3ncnc(N)c23)cc1OC
→ -1.1, 5, 9, 0.4

More records follow.
Fields – GPR151 activ, TEAD-YAP inh, MITF primary, FBW7 activator
Nc1nnc(SCc2nnc(CSc3nnc(N)s3)n2N)s1
→ 0.8, 2, -5, -0.1
CCN1C(=O)C(C(=O)O)C(=O)c2ccccc21 (stereo not given)
→ 0.7, -3, -7, 0.4
O=C1NC(c2cccnc2)C(C(=O)c2cccs2)=C1O (stereo not given)
→ 6.1*, 0, 27, 0.2
COc1cccc(CCc2nnc(CCC(=O)N(C)C(C3CC3)C3CC3)o2)c1
→ 1.1, -46, 1, 0.1
O=C(NCc1ccccc1)c1ccnc(Nc2cnccn2)c1
→ 1.6, 5, -7, 0.1
C=CCn1c(O)c(C2=c3cc(Br)ccc3=NC2=O)s/c1=N/c1nccs1
→ -1.0, -8, 2, -0.2
CCNc1nnc(CSc2nc3ccccc3s2)s1
→ 2.0, -7, -20, -0.1
O=C(CC[C@H]1CN(Cc2cccc(Cl)c2)CC[C@H]1N1CCCC1)NCc1ccncc1
→ -0.3, 2, 2, 0.0
O=C(NCCc1ccc(F)cc1)C(=O)Nc1ccccc1
→ 0.3, 1, 20, -0.1
CCCOc1ccc(Cc2nnn(CC(=O)O)n2)cc1
→ 1.3, -3, 1, -0.1

(listing goes on)
Fields – GPR151 activ, TEAD-YAP inh, MITF primary, FBW7 activator
Cc1ccc(NC(=O)CSc2cn(Cc3ccc(Cl)cc3)c3ccccc23)cc1
→ 0.6, -7, -4, 0.4
C/C(CC(=O)Nc1ccc([N+](=O)[O-])cc1)=N/NC(=O)c1ccc([N+](=O)[O-])cc1
→ -0.3, 3, 19, 0.3
CCn1cc(C(=O)NCCc2cccc(C)c2)c(=O)c2ccc(C)nc21
→ -0.9, 3, 15, 0.0
CSc1ccc(/C=N/Nc2nc(C)cc(C)n2)cc1
→ 0.0, -3, 6, -0.2
O=C(CNC(=O)Cc1ccccc1)NCC(=O)OCC(=O)c1ccc([N+](=O)[O-])cc1
→ -1.0, 0, 16, -0.1
NC(=O)C1CCN(C(=O)c2nn(Cc3ccccc3)c(=O)c3ccccc23)CC1
→ 1.8, -1, -6, -0.1
COc1ccc(N2CCN(CCCNc3c(-c4ccccc4)c(=O)c3=O)CC2)cc1
→ 0.3, 3, -1, 0.0
CC1Oc2ccccc2N(CC(=O)Nc2ccc(F)cc2)C1=O (stereo not given)
→ 0.7, 6, 19, 0.2
CCOc1ccc(NC(=O)Nc2ccc3ccccc3c2)cc1
→ 1.7, -9, -11, 0.0
Cc1ccc(Nc2nc(-c3ccccc3)c3cc(Cl)ccc3n2)cc1
→ -1.0, 1, 0, -0.1

Other structures follow:
Fields – GPR151 activ, TEAD-YAP inh, MITF primary, FBW7 activator
COc1cccc2c(=O)n(CC(=O)Nc3c(C)cc(C)cc3C)ccc12
→ 1.3, 2, 12, 1.1
CC(C)NC(=O)c1c(NC(=O)c2ccccc2)sc2c1CCCC2
→ -0.7, 8, -3, 0.0
O=C(c1cccc(Nc2nc(-c3ccccc3)c3cc(Br)ccc3n2)c1)N1CCOCC1
→ 0.1, -7, 11, 0.4
O=C(c1cccs1)[C@H]1CCCN(C(=O)c2cc(-c3cccs3)[nH]n2)C1
→ 0.5, -24, -15, 0.1
CC/C(Cc1ccccc1)=N/NC(=O)c1ccc(O)cc1O
→ -1.6, 6, 11, 0.5
O=C1N=C(N2CCN(Cc3ccccc3)CC2)S/C1=C/c1cccs1
→ -0.1, -5, -2, -0.2
Cc1ccc2nc(N(CCCn3ccnc3)C(=O)c3ccc(F)cc3)sc2c1
→ -0.2, -2, 4, -0.4
O=C(NCCCN1CCCC1=O)C1CCN(c2ccc(Nc3ccc(-n4ccnc4)cc3)nn2)CC1
→ -0.8, 2, 6, 0.1
COc1ccccc1Oc1ccc(C(N)=O)cc1[N+](=O)[O-]
→ 1.2, -4, -6, -0.1
CCOC(=O)C1=C(C)N=c2s/c(=C\c3cccc(Br)c3)c(=O)n2C1c1cc(OC)c(OC)cc1Br (stereo not given)
→ -0.2, -6, -8, -0.1

Single entries from the entries so far:
MITF primary result of `O=C(c1cccc(Nc2nc(-c3ccccc3)c3cc(Br)ccc3n2)c1)N1CCOCC1` stands at 11
FBW7 activator result of `COc1ccccc1Oc1ccc(C(N)=O)cc1[N+](=O)[O-]` stands at -0.1
MITF primary result of `CCNc1nnc(CSc2nc3ccccc3s2)s1` stands at -20
GPR151 activ result of `O=c1c2ccsc2[nH]c(=S)n1C1CCCCC1` stands at 1.8
TEAD-YAP inh result of `COc1cccc(Nc2nnc(-c3cc4c(CO)cnc(C)c4oc3=O)s2)c1` stands at -14

Remaining list, next part
Fields – GPR151 activ, TEAD-YAP inh, MITF primary, FBW7 activator
O=C(CCn1c(=O)oc2ccccc21)Nc1ccc(S(=O)(=O)N2CCCCC2)cc1
→ -0.1, 6, 23, 0.7
CCOC(=O)c1cc([N+](=O)[O-])ccc1OCC
→ 2.5, -8, -9, -0.4
Cc1cccc(C(=O)Nc2ccc(C(=O)Nc3ccc(Oc4ccccc4)cc3)cc2)c1
→ -1.0, 13, -3, 0.0
COC(=O)Cn1c(=S)[nH]c2ccc(F)cc2c1=O
→ 0.8, 4, 4, 0.0
COc1cc(OC)cc(C(=O)Nc2cc(C(=O)N3CCCC3)ccc2N2CC3CC(C2)c2cccc(=O)n2C3)c1 (stereo not given)
→ 2.1, -12, -8, 0.0
O=C(COC(=O)CN1C(=O)COc2ccccc21)NCc1ccc(F)cc1
→ -0.2, 4, 12, 0.1
O=C(Nc1cccc(Cl)c1)N1CCN(C(=O)Nc2cccc(Cl)c2)CC1
→ -0.2, -3, -14, -0.1
O=[N+]([O-])c1cccc(-c2nnc(SCCO)o2)c1
→ 0.1, 9, -5, 0.0
CN(C)c1cccc(-c2cnc(NC3CCCC3)c3nccn23)c1
→ 0.5, 8, -18, 0.1
O=C(Cn1cnc2scc(-c3ccccc3)c2c1=O)NCc1ccccn1
→ 1.0, -5, -9, -0.1

The listing continues:
Fields – GPR151 activ, TEAD-YAP inh, MITF primary, FBW7 activator
CC(C)NC(=O)CCc1nnc2n(Cc3ccc(F)cc3)c(=O)c3ccccc3n12
→ 8.0*, 5, 14, 0.7
CCSCCOC(=O)C1=C(C)NC2=C(C(=O)CC(C)(C)C2)C1c1ccc(SC)cc1 (stereo not given)
→ 0.2, 1, -8, 0.1
O=C(CCSc1nnnn1-c1ccccc1)Nc1cc(C(F)(F)F)ccc1Cl
→ -0.6, -7, 1, -0.1
CC(C)(C)c1ccc(C(=O)Nc2nc(-c3ccc([N+](=O)[O-])cc3)cs2)cc1
→ 0.1, 10, 17, 0.1
CCCC(=O)Nc1c2c(nn1-c1cccc(C)c1C)CSC2
→ 0.6, 2, 9, 1.1
CS(=O)(=O)c1ccc2c(c1)CC(c1nc3ccc(-c4cc(N)ncn4)cc3[nH]1)CO2 (stereo not given)
→ -0.2, 6, 0, 0.2

Just FBW7 activator, for some of the entries so far:
SMILES	FBW7 activator
CC(C)(C)c1ccc(C(=O)Nc2nc(-c3ccc([N+](=O)[O-])cc3)cs2)cc1	0.1
CCCC(=O)Nc1c2c(nn1-c1cccc(C)c1C)CSC2	1.1
CS(=O)(=O)c1ccc2c(c1)CC(c1nc3ccc(-c4cc(N)ncn4)cc3[nH]1)CO2 (stereo not given)	0.2

Screens (PubChem)

An unsorted share of the library. Share with any hit: about 3.4%.
